# Screening data from PubChem.
# NR2E3 ag-1: NR2E3 (human) agonism | Q9Y5X4 | hit rate 0.12% among 320,000 | GST-NR2E3/biotin-RetCOR TR-FRET, 1536-well | AID 2300 | inhibition of corepressor binding, % at 4.78 µM;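 active means percent inhibition above the cutoff of mean plus 3 SD of all tested compounds, set per screening campaign, cut at about 20% in these data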;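 further: 0% = DMSO wells and 100% = biotin wells as full block of FRET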
# Target sequence (Q9Y5X4 whole entry, looked up): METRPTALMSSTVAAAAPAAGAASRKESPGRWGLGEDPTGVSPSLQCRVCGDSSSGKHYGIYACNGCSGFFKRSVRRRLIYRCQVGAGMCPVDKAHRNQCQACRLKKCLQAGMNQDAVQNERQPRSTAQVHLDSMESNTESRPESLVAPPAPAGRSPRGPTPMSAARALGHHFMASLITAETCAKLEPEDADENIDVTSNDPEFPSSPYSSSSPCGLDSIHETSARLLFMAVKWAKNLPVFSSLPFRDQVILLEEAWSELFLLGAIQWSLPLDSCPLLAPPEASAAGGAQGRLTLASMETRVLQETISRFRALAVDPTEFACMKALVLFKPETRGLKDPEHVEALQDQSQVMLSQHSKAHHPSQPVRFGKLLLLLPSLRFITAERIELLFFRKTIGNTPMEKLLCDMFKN
#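 Assay system: NR2E3–RetCOR corepressor complex. Quantity: 1.35 nM GST-NR2E3. Buffer or medium: pH 7.5 Tris-based buffer. Reagent: biotinylated RetCOR corepressor at 7 nM final. Schedule: 5 h at 4 °C. Detection: TR-FRET, emission read at 617 and 671 nm. Replicates: one well per compound, singlicate testing.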
# Vif imaging: blocks HIV Vif function; HEK293T cells, Vif self-association by quenched fluorescence, imaging, 24 h; inhibition, % at 7.49 µM; hit rate 0.35% among 340,000; AID 602346; in the data active means inhibition above about 50%, passing the limit was not always enough; inconclusive means no clear call, values can overlap the other calls; inactive means below about 31%; further: some results filed as inactive read as strong as hits
# HIF-2a block: HIF-2a inhibition; 786-0 RCC cells HIF-2a reporter, luciferase luminescence, overnight; hit rate 0.72% among 360,000; inhibition, % at 18.8 µM;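 active means inhibition of the luminescence signal of 40% or more relative to plate controls, in a single-dose primary screen at 18.75 µM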
# PDI turbidity: inhibitors of human protein disulfide isomerase; P07237; inhibition, % at 10 µM; PDI insulin aggregation turbidity, A650, 90 min; hit rate 0.052% among 350,000;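 active means mean inhibition across replicates of 30% or more, whatever share of single replicates reach that level; inconclusive means mean inhibition below 30% while every single replicate reaches 30%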;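 further: absorbance from insulin aggregation driven by PDI reduction with DTT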
# Target sequence (P07237 whole entry, looked up): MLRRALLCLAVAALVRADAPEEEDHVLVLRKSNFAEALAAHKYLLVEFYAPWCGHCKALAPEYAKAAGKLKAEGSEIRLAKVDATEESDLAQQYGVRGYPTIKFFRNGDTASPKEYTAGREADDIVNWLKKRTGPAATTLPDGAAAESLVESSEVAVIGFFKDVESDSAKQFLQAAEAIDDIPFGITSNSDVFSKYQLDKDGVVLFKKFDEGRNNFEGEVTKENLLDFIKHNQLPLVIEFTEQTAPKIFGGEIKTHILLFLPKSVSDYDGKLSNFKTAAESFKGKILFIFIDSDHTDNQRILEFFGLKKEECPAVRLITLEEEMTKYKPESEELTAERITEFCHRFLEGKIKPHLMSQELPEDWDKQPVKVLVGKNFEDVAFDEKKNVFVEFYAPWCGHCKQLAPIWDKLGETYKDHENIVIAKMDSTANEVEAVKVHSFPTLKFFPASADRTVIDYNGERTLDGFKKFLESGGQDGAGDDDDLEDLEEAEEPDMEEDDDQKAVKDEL
# CaV13 FRET inh: Primary screen for inhibitors of IQ motif and Ca2+-dependent inactivation inhibitor domain binding in CACNA1D, Förster resonance energy transfer in living cells, …. hit rate 0.098% among 340,000. AID 743397. inhibition, % at 12.3 µM. HEK cells, CFP/YFP FRET ICDI-IQ, plate reader, 10 min; percent FRET-ratio fall versus neutral wells;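 active means mean replicate inhibition of at least 30% and at least 1% of replicates passing that level; inconclusive means only one of the two criteria is met; inactive means neither criterion is met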;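 further: 0% = median of the neutral control wells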
# Peg3 prom inh: Peg3 promoter activity inhibition | HeLa PEG-Prom luciferase reporter, luminescence, overnight | inhibition, % at 20 µM | hit rate 1.7% among 360,000;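 active means inhibition of at least 50% at 20 µM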
# NR2E3 ag-2: activates human NR2E3 receptor; Q9Y5X4; CHO-S Gal4-NCOR/VP16-NR2E3 two-hybrid, luciferase; inhibition of corepressor binding, % at 3.98 µM; hit rate 0.35% among 360,000; AID 602229;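 active means inhibition above the mean of all tested compounds plus 3 SD, cut at about 70% in these data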;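 further: 0% = DMSO with NR2E3 transfected cells and 100% = cells lacking NR2E3 construct; higher means lower luciferase signal from less NR2E3 corepressor binding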
# CF NFkB block: inhibitors of cystic fibrosis induced NF-kB; hit rate 0.86% among 360,000; inhibition, % at 5 µM; KKLEB NF-kB-GFP reporter, PAF-induced, GFP fluorescence overnight;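 active means at least 50% inhibition at 5 µM, scaled per plate between neutral and stimulator controls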;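 further: PAF is a Pseudomonas aeruginosa culture filtrate used as stimulus; plate controls were PAF-stimulated DMSO wells for no effect and unstimulated DMSO wells for full effect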
# Shn3 inh set2: inhibitors of Schnurri-3 3'UTR reporter in osteoblasts. Clone20 osteoblast Shn3 3'UTR firefly luciferase, 24 h. inhibition, % at 12.5 µM. hit rate 0.52% among 360,000. AID 588674;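 active means mean inhibition of at least 75% with every replicate also reaching 75%; inconclusive means mean inhibition at least 75% but some replicate below; inactive means mean inhibition below 75%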;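 further: 0% = median of neutral control wells and 100% = pilot-screen positive control compound; some compounds past the cut are filed as inactive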
# TRPM1 prom inh: inhibitors of MITF-driven TRPM1 promoter in melanoma cells | SK-MEL-5 TRPM1 promoter luciferase, 24 h | inhibition, % at 12.5 µM | hit rate 0.83% among 330,000;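 active means mean inhibition across replicates of 60% or more, whatever share of single replicates reaches that level; inconclusive means some that reach 60%, reason not given; inactive means mean inhibition across replicates below 60%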; further: values of inactives mirror those of a sister screen read the other way
# KKLEB tox: reduces viability of KKLEB cystic fibrosis airway cells; AID 602141; activity change (cytotoxicity), % at 5 µM; hit rate 0.36% among 360,000; KKLEB CF airway cells viability, ATPlite luminescence, overnight; active compounds read low; cells stimulated with P. aeruginosa culture filtrate;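 active means corrected activity change at or below -50% at 5 µM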
# * = called active by the depositor; ? = inconclusive; . = no result given.
SMILES,NR2E3 ag-1,Vif imaging,HIF-2a block,PDI turbidity,CaV13 FRET inh,Peg3 prom inh,NR2E3 ag-2,CF NFkB block,Shn3 inh set2,TRPM1 prom inh,KKLEB tox
CCN1C(=O)[C@H]2[C@@H](c3ccc(-c4ccccc4)cc3)N[C@@](Cc3ccccc3)(C(=O)OC)[C@H]2C1=O,2,-6,-2,3,-12,15,23,-20,-35,4,9
CC(=O)NC(c1ccc(F)c(F)c1)c1nc(-c2cccs2)cs1 (stereo unspecified),.,0,-7,-3,-8,5,35,12,8,.,-10
COc1cc(NC(=S)Nc2ccc(OC(F)F)cc2)cc(OC)c1,-2,0,-2,1,-2,3,-25,-3,6,-10,5
Cc1ccc(S(=O)(=O)N2CCOCC2)cc1C(=O)NC(=S)N(Cc1ccccc1)C(C)C,-3,3,21,0,-6,8,-24,-1,-13,7,-3
Cc1c(Cl)cccc1N1CC(C)(C)C1=O,4,-3,15,1,4,-3,-19,12,15,0,-7
CC1=C(C(=O)Nc2cccc(C(=O)N3CCC(C(N)=O)CC3)c2)SCCO1,-3,-1,10,3,-5,-6,-18,-3,-10,2,6
Nc1nnn(CC(=O)N/N=C/c2cn[nH]c2-c2ccccc2)n1,-2,-2,4,1,-4,14,-4,-6,-1,-9,-6
O=C(N/N=C/c1cccc([N+](=O)[O-])c1)c1ccccc1-n1cccc1,-1,4,9,-3,-4,8,-17,5,4,11,-14
Cc1ccc(S(=O)(=O)c2ccc(NC(=O)c3c(F)cccc3F)cc2)cc1,1,5,8,4,-4,4,22,7,-2,1,-17
CC(C(=O)N(C)C)N1c2cccc3cccc(c23)S1(=O)=O (stereo unspecified),4,2,17,-12,-20,14,-8,8,10,5,-7
Cn1nc(CC(=O)NCCN2C(=O)CSC2=O)c2ccccc2c1=O,-3,-1,14,-6,-6,-1,10,-22,10,2,5
O=S1(=O)CCC(NS(=O)(=O)/C=C/c2ccccc2)C1 (stereo unspecified),3,2,-10,4,-5,2,15,10,-15,1,4
CN(C)/C=N/C(=S)Nc1ccc(Cl)c(Cl)c1,1,-9,-180,1,-6,-164,-33,5,-11,-40,-4
CCn1nnnc1SCC(=O)Nc1ccc(F)cc1,0,11,-12,-10,-3,-25,-16,4,-10,-10,1
Cc1oc(C(=O)O)cc1COc1cccc2cccnc12,3,-2,9,9,-5,1,-6,9,-10,-2,-7
Cc1nc(N2CCOCC2)nc(N2CCN(c3ccccc3)CC2)c1[N+](=O)[O-],-1,-7,20,-7,0,20,-4,7,16,-11,3
O=C(COc1cccc2c1CCN(Cc1ccc(Br)cc1)C2=O)NCc1ccco1,-2,0,-21,2,-3,7,-8,1,29,-7,-14
Cc1ccc2oc(=O)c3cnn(CC(=O)NCCN(C)C)c3c2c1,4,-5,1,.,-8,2,-58,17,-2,4,2
CCCCn1c(N)c(N(CCOC)C(=O)c2cccc(N3C(=O)c4ccccc4C3=O)c2)c(=O)[nH]c1=O,0,-4,2,-1,-7,18,-7,-2,11,5,2
COc1ccccc1NC(=O)CSc1nc(=O)n(CCN(C)C)c2c1CCCC2,0,-3,3,5,-6,-5,1,9,4,-9,0
COCCCNC(=O)c1cc(-c2cccnc2)nc2ccc(S(=O)(=O)N3CCCCCC3)cc12,-4,13,5,-2,-2,2,-19,10,-20,9,3
O=Nc1c(O)n(Cc2cccc(Cl)c2)c2ccccc12,7,9,15,0,.,22,-30,37,19,8,8
Cc1ccccc1C(=O)Nc1ccc(C(=O)NNC(=O)CCCOc2ccc(Cl)cc2Cl)cc1,3,9,31,-9,-7,14,-16,4,12,-5,0
CC(C)C(O)(C#CCN1CCCCC1)C(C)C,-2,-4,13,-5,-15,6,-12,13,4,1,0
CCC(=O)N1CCc2cc(S(=O)(=O)CCC(=O)Nc3ccc(CC)cc3)ccc21,0,.,8,8,-4,5,-28,12,13,2,0
CN1C(=O)[C@H]2[C@@H](c3ccc(F)cc3)N3C(=O)c4ccccc4NC(=O)[C@@]3(C)[C@H]2C1=O,7,-1,7,2,.,-3,-32,-21,11,12,6
CC(C)c1ccc2c(c1)C(c1ccc(N3CCOCC3)cc1)=NNC(c1cccs1)=N2,0,0,-122,20,-4,-50,-43,-3,-16,-29,7
O=C(Nc1ccc(F)c([N+](=O)[O-])c1)C1CC(=O)N(Cc2ccccc2)C1 (stereo unspecified),0,0,9,4,-1,2,-6,4,12,-6,-1
COc1ccccc1N1CCN(C(=O)c2cc(-c3ccco3)on2)CC1,2,-1,-55,-6,-6,-40,-24,6,6,.,25
CC1=C(C)CC(C(=O)NC2CCCC2)C(C(=O)O)C1 (stereo unspecified),.,1,9,8,-12,-7,16,-1,-1,-4,0
O=Cc1ccc(-c2nc3ccccc3s2)o1,1,2,-125,-1,3,-168,-151,-3,-71,-17,-2
O=C(NCc1ccccc1C(F)(F)F)c1cccc2c1C(=O)c1ccc(N3CCOCC3)cc1S2(=O)=O,.,-3,-1,-5,-17,25,-5,-18,21,5,-8
Cc1nc(/N=C\N(C)C)sc1C(=O)Nc1ccccc1,-1,10,-73,9,-6,-54,-24,-11,-26,-5,0
NS(=O)(=O)c1ccc(NNC(=O)c2ccccc2C(=O)O)cc1,4,5,17,7,-6,1,-28,-8,-26,-3,13
COc1cccc(CC2(CO)CCCN(C/C=C/c3ccccc3OC)C2)c1 (stereo unspecified),-2,4,21,5,-8,11,-19,16,-1,14,2
Cc1ccc(-c2cc(C(=O)N/N=C/c3c(C)nn(-c4ccccc4)c3C)[nH]n2)cc1,.,?,3,-2,1,-4,-5,50*,49,7,-32
O=[N+]([O-])c1cccc(NC(=S)N2CCc3ccccc3C2)c1,-2,-7,-181,-2,4,-143,-66,4,25,-13,3
Cc1ccccc1NC(=O)Cn1cc(C(=O)C2CC2)c2ccccc21,0,3,10,-1,-4,14,-1,-5,9,2,5
Cc1ccc(C(C(=O)NC2CCCCC2)N(CCC(C)C)C(=O)CNC(=O)c2ccco2)o1 (stereo unspecified),2,-1,10,-2,.,12,-3,0,2,2,10
O=C(c1ccc(-c2cccc(C(F)(F)F)c2)o1)N1CCN(c2ccccc2)CC1,.,-8,4,1,-4,18,20,-2,-13,3,-1

# In the list so far, these contain an aryl thioether with sulfur outside any ring.
SMILES,NR2E3 ag-1,Vif imaging,HIF-2a block,PDI turbidity,CaV13 FRET inh,Peg3 prom inh,NR2E3 ag-2,CF NFkB block,Shn3 inh set2,TRPM1 prom inh,KKLEB tox
CCn1nnnc1SCC(=O)Nc1ccc(F)cc1,0,11,-12,-10,-3,-25,-16,4,-10,-10,1
COc1ccccc1NC(=O)CSc1nc(=O)n(CCN(C)C)c2c1CCCC2,0,-3,3,5,-6,-5,1,9,4,-9,0

# The list goes on.
SMILES,NR2E3 ag-1,Vif imaging,HIF-2a block,PDI turbidity,CaV13 FRET inh,Peg3 prom inh,NR2E3 ag-2,CF NFkB block,Shn3 inh set2,TRPM1 prom inh,KKLEB tox
CN(C)S(=O)(=O)N1CCC(Oc2ccc(C(=O)N3CCCCCCC3)cc2)CC1,2,-18,-151,-2,-4,-99,-10,0,-2,-32,-4
C[C@H]1CCCCO[C@@H](CN(C)S(=O)(=O)c2ccc(F)cc2)[C@@H](C)CN([C@@H](C)CO)C(=O)c2cc(NC(=O)Nc3ccc4c(c3)OCO4)ccc2O1,.,.,4,3,-3,9,-20,-39,-12,.,20
Cc1cc(NC(=O)CN2CCCC(C)C2)no1 (stereo unspecified),-1,7,8,3,-4,11,-21,20,1,-2,11
Cn1c(=O)c2c(nc(SCCN3CCOCC3)n2Cc2ccc(Cl)cc2)n(C)c1=O,.,.,14,.,3,21,-18,7,-12,.,-11
CSc1ncccc1-c1nc2ccccc2[nH]1,1,3,-153,7,.,-63,-19,0,-45,-19,-1
COC(=O)[C@H](CCSC)NC(=O)NC1CC1,3,2,11,6,-5,9,-5,9,-12,5,-2
Cc1cccc2cc(CN(Cc3cccs3)C(=S)NCC3CCCO3)c(=O)[nH]c12 (stereo unspecified),-1,1,14,-1,-4,24,-10,-13,21,-12,-3
CCN(CC)S(=O)(=O)N1CCC(C(=O)NCCC2=CCCCC2)CC1,2,10,-6,17,-18,-6,-3,0,-14,-13,-2
COc1ccc(CN2CCN(C(=O)c3cccnc3)CC2)cc1Br,3,1,1,2,.,18,-7,8,12,7,-1
O=C(Oc1cccnc1)c1cc(S(=O)(=O)N2CCCCC2)ccc1Cl,2,3,9,2,-5,8,-25,4,-8,-3,3
Cc1cccc(CNC(=O)Nc2nnc([C@H]3C[C@H](O)[C@@H](CO)O3)s2)c1,.,.,-6,-41,-6,-4,-67,-12,9,.,14
O=[N+]([O-])c1cc([N+](=O)[O-])c(Oc2cc(F)cc(F)c2)cc1NN1CCCCC1,3,4,7,-1,-11,-2,3,13,-2,3,-13

# Nothing new here: entries from further up.
SMILES,NR2E3 ag-1,Vif imaging,HIF-2a block,PDI turbidity,CaV13 FRET inh,Peg3 prom inh,NR2E3 ag-2,CF NFkB block,Shn3 inh set2,TRPM1 prom inh,KKLEB tox
CN(C)S(=O)(=O)N1CCC(Oc2ccc(C(=O)N3CCCCCCC3)cc2)CC1,2,-18,-151,-2,-4,-99,-10,0,-2,-32,-4
C[C@H]1CCCCO[C@@H](CN(C)S(=O)(=O)c2ccc(F)cc2)[C@@H](C)CN([C@@H](C)CO)C(=O)c2cc(NC(=O)Nc3ccc4c(c3)OCO4)ccc2O1,.,.,4,3,-3,9,-20,-39,-12,.,20
Cc1cc(NC(=O)CN2CCCC(C)C2)no1 (stereo unspecified),-1,7,8,3,-4,11,-21,20,1,-2,11
Cn1c(=O)c2c(nc(SCCN3CCOCC3)n2Cc2ccc(Cl)cc2)n(C)c1=O,.,.,14,.,3,21,-18,7,-12,.,-11
CSc1ncccc1-c1nc2ccccc2[nH]1,1,3,-153,7,.,-63,-19,0,-45,-19,-1
COC(=O)[C@H](CCSC)NC(=O)NC1CC1,3,2,11,6,-5,9,-5,9,-12,5,-2
